RNase H inhibition = RNase H inhibition, HIV 1 Gag Pol polyprotein, FRET biochemical assay, screening (AID 372) | HIV-1 RT RNase H, FRET RNA/DNA substrate fluorescence; higher % means a stronger effect | inhibition, % at 10 µM, or IC50 in µM where a hit was titrated | 100,000 tested, 0.77% active; in the data active means inhibition above about 50%
Active calls of the source: *.

molecule	RNase H inhibition
O=c1c2ccccc2c(-c2ccccc2)nn1Cc1cccc(Br)c1	15%
COc1ccc(C)cc1NC(=O)/C=C/c1ccc(Cl)cc1Cl	15%
O=C(c1ccccc1)N1CCN(CCN2C(=O)c3cccc4cccc(c34)C2=O)CC1	28%
N#CC1=C(N)Oc2c(ccc3cccnc23)C1c1ccc(Cl)cc1Cl (stereo not drawn)	15%
Fc1ccc(Nc2nc(N/N=C/c3ccccc3C(F)(F)F)nc(N3CCCCC3)n2)cc1	14%
COc1ccc(Br)cc1C(=O)Nc1ccc2c(c1)oc1ccccc12	0%
Cc1c(Cl)cccc1NC(=S)NC(=O)Cc1ccccc1	8%
CCc1ccc(-n2c(C)cc(/C=N/NS(=O)(=O)c3ccc(C)cc3)c2C)cc1	3%
CC1CCc2c(sc3nc(-c4ccccc4)oc(=O)c23)C1 (stereo not drawn)	22%
O=C(OCc1nc2c(ccc3ccccc32)[nH]1)C1CCCCC1	9%
COc1ccc(NS(=O)(=O)c2ccc([N+](=O)[O-])cc2)cc1Cl	7%
O=C(CN1C(=O)C2C3CCC(C3)C2C1=O)Nc1ccc([N+](=O)[O-])cc1 (stereo not drawn)	11%
CCN(CC)CCOC(=O)c1ccc(NC(=O)c2ccc(OC)c(OC)c2)cc1	19%
CCOC(=O)C1=C(C)N=c2s/c(=C\c3ccc(-c4cc(Cl)ccc4Cl)o3)c(=O)n2C1c1ccc(OC)cc1 (stereo not drawn)	50%*
O=S(=O)(c1ccc(Oc2ccccc2)cc1)N1CCOCC1	0%
Cc1ccc(-c2nc3ccccc3s2)cc1NC(=O)c1ccc([N+](=O)[O-])o1	9%
COc1c(C2=CC(=O)N(C)C2=O)c2c(n1C)C(=O)c1ccccc1C2=O	16%
COc1ccc(NC(=O)CSCc2cccc(Br)c2)cc1Cl	31%
COc1ccc(-c2cc(C3CC3)nc(SC)c2C#N)cc1	13%
COc1cc(C(=O)Nc2cc(-c3nc4ccccc4o3)ccc2C)cc(OC)c1OC	10%
CCOC(=O)C(O)(c1ccc(NC)cc1)C(F)(F)F (stereo not drawn)	0%
CCCOC(=O)C1=C(C)NC(=O)NC1c1ccccc1F (stereo not drawn)	3%
CCCN1C/C(=C\c2ccccc2)C(=O)/C(=C/c2ccccc2)C1	7%
CN1C(=O)C(=Cc2ccc(-c3ccc(Cl)c(C(=O)O)c3)o2)C(=O)N(C)C1=S	1%
COc1cc(NC(=O)c2cc3ccccc3cc2O)c(Cl)cc1NC(=O)c1ccccc1	16%
COc1cccc(C(=O)Nc2cccc(-c3nc4ncccc4o3)c2C)c1	11%
CCCOc1ccc(/C=N/NS(=O)(=O)c2ccc(C)cc2)cc1OCC	8%
COc1ccc(N2C(=O)/C(=C/c3cc(Cl)c(OCC(=O)O)c(Cl)c3)C(=O)NC2=S)cc1	3%
C/C(O)=C/c1nc2ccccc2n(-c2ccccc2)c1=O	11%
CCOc1ccc(N(CC(=O)Nc2ccc(C)cc2C)S(=O)(=O)c2ccc(SC)cc2)cc1	12%
O=C(CN(Cc1ccccc1)S(=O)(=O)c1ccccc1)N/N=C/c1ccccc1[N+](=O)[O-]	9%
CCOC(=O)c1ccc(NC(=O)C(=O)NCCCOC)cc1	7%
N#Cc1ccccc1COc1ccc(/C=N/NC(=O)Cc2cccc(C(F)(F)F)c2)cc1	12%
C#CCSc1nc2c(c(=O)n1CC1CCCC1)C1(CCCC1)Cc1ccccc1-2	18%
Cc1cc(C)c2oc(-c3ccc(C)c(NC(=O)c4cc5ccccc5o4)c3)nc2c1	19%
Cn1c(N/N=C/c2ccccc2)nc2ccccc21	11%
COC(=O)c1c(C)oc2ccc(NS(=O)(=O)c3ccc(F)cc3)cc12	4%
CCOC(=O)C1=C(C)N=c2s/c(=C\c3cc(C)n(-c4ccc(Cl)cc4)c3C)c(=O)n2C1c1ccc(C)cc1 (stereo not drawn)	21%
CC(=O)c1cc(C)ccc1OC(=O)c1ccc(F)cc1	2%
COc1cc(OC)c(C(=O)N2CC(=O)Nc3ccccc32)c(OC)c1	3%
CCN(CC)c1ccc(NC(=O)Nc2ccc(Cl)c(Cl)c2)cc1	19%
Cc1c(OC(=O)C2CC2)ccc2c3c(c(=O)oc12)CCC3	0%
COC(=O)C(=C/C=C/c1cccs1)C(=O)OC	7%
O=C1c2cc3ccccc3cc2C(=O)N1c1ccc(O)cc1	12%
O=C(CSc1nnc(-c2ccccc2)n1-c1ccccc1)N/N=C/c1ccc([N+](=O)[O-])cc1	3%
CCN(C1CCCCC1)S(=O)(=O)c1ccc(F)cc1	0%
CCc1ccc(CN2CCc3cc(OC)c(OC)cc3C2c2cccc(Cl)c2)cc1 (stereo not drawn)	11%
COc1ccc(CC(=O)NNC(=O)c2cccc(Cl)c2)cc1OC	12%
CC(C)C(=O)Nc1ccc2oc(-c3ccc(Cl)cc3)nc2c1	1%
N#CSCCCOc1ccc(I)cc1	1%
O=C(O)c1cccc(NS(=O)(=O)c2ccccc2)c1	9%
CCC(C)c1ccc(NC(=O)CCc2ccccc2)cc1 (stereo not drawn)	7%
CC(/C=C(\NC(=O)c1ccccc1)C(=O)N/N=C/C=C/c1ccccc1)=C\c1ccccc1	10%
Oc1[nH]c2ccccc2c1C=NCc1ccc(F)cc1	4%
C(=N\Nc1nc2ccccc2[nH]1)/c1ccccn1	7%
COc1ccc(NC(=O)c2ccc(CN3CCN(Cc4ccccc4)CC3)cc2)cc1OC	3%
CCOC(=O)c1c(NC(=O)c2ccc([N+](=O)[O-])cc2)sc(C(=O)Nc2ccc(C)cc2C)c1C	31%
Cn1c(=O)c2c(nc(N/N=C/c3ccccc3Cl)n2Cc2ccccc2)n(C)c1=O	21%
Cc1nnc(C)n1/N=C/c1ccccc1Br	8%
O=C(CCCOc1ccc(Cl)cc1Cl)Oc1ccc(Cl)cc1Cl	3%

3 entries from above in another layout:
> Cn1c(=O)c2c(nc(N/N=C/c3ccccc3Cl)n2Cc2ccccc2)n(C)c1=O
  RNase H inhibition: 21%

> CCc1ccc(CN2CCc3cc(OC)c(OC)cc3C2c2cccc(Cl)c2)cc1 (stereo not drawn)
  RNase H inhibition: 11%

> COC(=O)C(=C/C=C/c1cccs1)C(=O)OC
  RNase H inhibition: 7%

Later entries.
molecule	RNase H inhibition
O=C(Nc1ccccc1)N(CCN(C(=O)Nc1ccccc1)c1ccccc1)c1ccccc1	9%
CC(C)(C)c1ccc(/C=N/NC(=O)c2cc(I)ccc2O)cc1	34%
COCCOC(=O)C1=C(C)NC2=C(C(=O)CC(c3ccccc3)C2)C1c1cccnc1 (stereo not drawn)	0%
Cc1ccc(N(CC(=O)NCc2ccco2)S(=O)(=O)c2ccc(F)cc2)cc1	0%
Cc1ccc(C)c(N=Cc2ccc(C#N)cc2)c1	2%
O=C(CN1C(=O)C2(OCCO2)c2ccccc21)c1ccc(Cl)cc1	10%
CCOc1cc(/C=C(\C#N)C(N)=O)ccc1OS(=O)(=O)c1ccccc1[N+](=O)[O-]	4%
COc1ccc(/C(C)=N/NC(=O)CCSc2ccccc2)cc1Br	16%
COc1ccc(C2CC(C(F)(F)F)n3nc(C(=O)Nc4ccc5c(c4)OCO5)c(Cl)c3N2)cc1OC (stereo not drawn)	15%
CCSc1nnc2c(n1)OC(c1ccc(-c3ccc(Cl)cc3)o1)Nc1ccccc1-2 (stereo not drawn)	9%
COc1ccc(C(=O)NC(=S)N2CCOCC2)cc1	9%
CCOc1ccc(NC(=O)/C(=C/c2ccccc2)c2ccccc2)cc1	10%
COc1ccc(/C=C/C(=O)NC(=S)Nc2ccc(I)cc2)cc1OC	24%
O=C(/C=C/c1ccccc1Cl)Nc1nccs1	0%
CCCCSc1nnc2c(n1)OC(/C=C/c1ccc([N+](=O)[O-])o1)Nc1ccccc1-2 (stereo not drawn)	14%
O=C(Nc1ccc(F)cc1F)c1cccc(I)c1	4%
O=C(c1cc2ccccc2oc1=O)N1CCCc2ccccc21	7%
COc1ccccc1NC(=O)NS(=O)(=O)c1ccc(C)cc1	8%
COC(=O)c1cc(-c2ccc(C)cc2)nc2ccccc12	10%
COc1cc(OC)cc(C(=O)Nc2ccc(O)c(-c3nc4ccccc4o3)c2)c1	1%

Copied from the list:
RNase H inhibition with Cn1c(=O)c2c(nc(N/N=C/c3ccccc3Cl)n2Cc2ccccc2)n(C)c1=O is entered as 21%
RNase H inhibition with COc1cccc(C(=O)Nc2cccc(-c3nc4ncccc4o3)c2C)c1 is entered as 11%
RNase H inhibition with Oc1[nH]c2ccccc2c1C=NCc1ccc(F)cc1 is entered as 4%
RNase H inhibition with CN1C(=O)C(=Cc2ccc(-c3ccc(Cl)c(C(=O)O)c3)o2)C(=O)N(C)C1=S is entered as 1%

Gathered by group: those above containing a CF3 group.
molecule	RNase H inhibition
Fc1ccc(Nc2nc(N/N=C/c3ccccc3C(F)(F)F)nc(N3CCCCC3)n2)cc1	14%
CCOC(=O)C(O)(c1ccc(NC)cc1)C(F)(F)F (stereo not drawn)	0%
N#Cc1ccccc1COc1ccc(/C=N/NC(=O)Cc2cccc(C(F)(F)F)c2)cc1	12%
COc1ccc(C2CC(C(F)(F)F)n3nc(C(=O)Nc4ccc5c(c4)OCO5)c(Cl)c3N2)cc1OC (stereo not drawn)	15%

Later entries.
molecule	RNase H inhibition
O=C(COc1cccc2ccccc12)NCCCN1CCOCC1	7%
O=C1C2C(C(=O)N1c1ccccc1)C1(c3ccccc3)C(=O)C2(c2ccccc2)C(c2ccccc2)=C1c1ccccc1 (stereo not drawn)	24%
COC(=O)CSc1nnc(-c2ccc(NC(=O)c3ccccc3F)cc2)n1C	20%
COc1cc(/C=C2/SC(=S)N(C)C2=O)ccc1OCCSc1ccc(Cl)cc1	12%
O=C(Cc1cccs1)Nc1ccc(/C=C/C(=O)c2ccccc2)cc1	8%
Fc1ccccc1OCCCN1CCOCC1	0%
Cc1cc(C)c(/C(=C2\OC(=O)c3ccccc32)[N+](=O)[O-])cc1C	1%
O=C1CC2c3ccccc3C1C1C(=O)N(c3ccc(Br)cc3)C(=O)C21 (stereo not drawn)	2%
Cc1cccc(OCC(=O)N/N=C/c2ccc(OC(=O)c3cccs3)cc2)c1	10%
CN(C)c1nc(-c2ccccc2)c(NC(=O)c2ccccc2)c(-c2ccccc2)n1	0%
COc1cc(/C=C2\SC(=S)N(c3ccc([N+](=O)[O-])cc3)C2=O)ccc1OC(=O)c1cccc(C)c1	30%
C=CC(=O)NC(NC(=O)C=C)c1ccc(Br)cc1	11%
COc1ccc(-c2cc(C(=O)Nc3nc4ccc(S(C)(=O)=O)cc4s3)c3ccccc3n2)cc1	12%
Cc1[nH]n(-c2ccccc2)c(=O)c1C1=NC2(CCCCC2)Cc2ccccc21	26%
Oc1ccc(/C=N/Nc2nc(N3CCCC3)nc(N3CCCC3)n2)cc1O	43%
Cc1cc(C(=O)Nc2c[nH]c(=O)[nH]c2=O)ccc1[N+](=O)[O-]	7%
CCCC(=O)Nc1cccc(NC(=O)c2ccc(I)cc2)c1	8%
Cc1cc(Cl)ccc1OCC(=O)O/N=C(\N)c1ccncc1	7%
Cc1cc(C)nc(NS(=O)(=O)c2ccc(NC(=S)NC(=O)c3ccc(Br)cc3)cc2)n1	16%
COc1cc(/C=C2\C(=O)NC(=O)N(c3ccc(F)cc3)C2=O)ccc1O	5%
CCC1(C)CC(C(O)CNCc2ccc(OC)c(OC)c2)CCO1 (stereo not drawn)	0%
CCc1ccc(NC(=O)CN2C(=O)c3ccccc3C2=O)cc1	1%
O=C(/C(=C\c1ccc(Cl)cc1)c1nc2ccccc2s1)c1ccccc1	10%
S=c1oc(-c2ccccc2Cl)nn1CN1CCCCC1	3%
O=C(O)CCCCCN1C(=O)C(=O)/C(=C(/O)c2ccccc2)C1c1ccc2c(c1)OCO2 (stereo not drawn)	1%
Cc1ccc(NC(=O)c2ccc(C(=O)O)cc2C(=O)O)c(C)c1	0%
CCN1C(=O)/C(=C\c2ccc(-c3cccc(Cl)c3)o2)SC1=S	12%
CCSCCOC(=O)C1=C(C)NC2=C(C(=O)CC(c3cccs3)C2)C1c1ccc(C)o1 (stereo not drawn)	6%
Cc1ccc(O)c(/C=N/c2nc3ccc(Br)cc3n2C)c1	4%
O=C(N/N=C/c1ccc(O)c(O)c1O)/C(=C/c1ccc([N+](=O)[O-])cc1)NC(=O)c1ccccc1	39%
COC(=O)c1c(-c2cccc3ccccc23)csc1N	15%
CCCc1ccc(C(C)=O)cc1CN1CCOCC1	0%
CN1CCC(O)(c2ccccc2)C(C)(C)C1 (stereo not drawn)	2%
COc1ccc(C(=O)CSc2n[nH]c(-c3ccccc3)n2)cc1[N+](=O)[O-]	6%
CCOc1ccc(N2C(=O)CC(NCc3ccc(OC)cc3)C2=O)cc1 (stereo not drawn)	2%
C=COCCNC(=O)C(=O)Nc1ccccc1CC	0%
COc1cc2c(cc1NC(=O)CCOc1ccc(C)cc1)oc1ccccc12	5%
COc1ccc(OC)c(NC(=O)c2c(C)c(-c3ccccc3)nc3ccccc23)c1	0%
COC(=O)c1ccc(N2C(=O)CC(NCCc3ccc(OC)cc3)C2=O)cc1 (stereo not drawn)	0%
COc1cccc(C(=O)Nc2cccc(NC(C)=O)c2)c1	0%
CCOC(=O)c1ccc(NC(=O)C(CC(C)C)N2C(=O)c3ccccc3C2=O)cc1 (stereo not drawn)	2%
O=C(CN1CCCCC1)OCC1CCCO1 (stereo not drawn)	1%
O=C(O)CC/C(=N/NC(=O)c1c[nH]c2ccccc12)c1ccccc1	7%
O=C(Cn1c2ccccc2c2ccccc21)Sc1nc2ccccc2[nH]1	6%
O=C(O)c1cccc2c1-c1ccccc1/C2=N\O	2%
CC(CNC(=O)c1ccc(F)c2ccccc12)c1ccccc1 (stereo not drawn)	6%
Cc1ccc(C(=O)NC(=S)Nc2ccc(Br)cc2)cc1C	6%
CCOc1cc(OCC)cc(C(=O)Nc2ccc(I)cc2Cl)c1	17%

Bioassay records: PubChem BioAssay, MTDP

A portion of the library; count on the stated rates, not on these rows.
